Screening results (PubChem)
ANO1 activ: TMEM16A chloride channel activators or potentiators, primary screen, cell-based, HTS | Anoctamin-1 (Mus musculus), Q8BHY3 | HEK293 TMEM16A/YFP-H148Q/I152L, iodide quench fluorescence; active compounds read low | B-score at 10 µM | 340,000 tested, 0.3% active | AID 623877, 2012;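 active = fluorescence-ratio B-score plate-corrected deviation score at least 3 library SD below zero, with starting fluorescence score within 5 deviations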;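 also: channel opened by trigger with iodide after compound preincubation; score built on the fluorescence ratio of max minus min over baseline; more negative score means more quench and so TMEM16A activation or potentiation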
Target sequence (Q8BHY3 whole entry, looked up): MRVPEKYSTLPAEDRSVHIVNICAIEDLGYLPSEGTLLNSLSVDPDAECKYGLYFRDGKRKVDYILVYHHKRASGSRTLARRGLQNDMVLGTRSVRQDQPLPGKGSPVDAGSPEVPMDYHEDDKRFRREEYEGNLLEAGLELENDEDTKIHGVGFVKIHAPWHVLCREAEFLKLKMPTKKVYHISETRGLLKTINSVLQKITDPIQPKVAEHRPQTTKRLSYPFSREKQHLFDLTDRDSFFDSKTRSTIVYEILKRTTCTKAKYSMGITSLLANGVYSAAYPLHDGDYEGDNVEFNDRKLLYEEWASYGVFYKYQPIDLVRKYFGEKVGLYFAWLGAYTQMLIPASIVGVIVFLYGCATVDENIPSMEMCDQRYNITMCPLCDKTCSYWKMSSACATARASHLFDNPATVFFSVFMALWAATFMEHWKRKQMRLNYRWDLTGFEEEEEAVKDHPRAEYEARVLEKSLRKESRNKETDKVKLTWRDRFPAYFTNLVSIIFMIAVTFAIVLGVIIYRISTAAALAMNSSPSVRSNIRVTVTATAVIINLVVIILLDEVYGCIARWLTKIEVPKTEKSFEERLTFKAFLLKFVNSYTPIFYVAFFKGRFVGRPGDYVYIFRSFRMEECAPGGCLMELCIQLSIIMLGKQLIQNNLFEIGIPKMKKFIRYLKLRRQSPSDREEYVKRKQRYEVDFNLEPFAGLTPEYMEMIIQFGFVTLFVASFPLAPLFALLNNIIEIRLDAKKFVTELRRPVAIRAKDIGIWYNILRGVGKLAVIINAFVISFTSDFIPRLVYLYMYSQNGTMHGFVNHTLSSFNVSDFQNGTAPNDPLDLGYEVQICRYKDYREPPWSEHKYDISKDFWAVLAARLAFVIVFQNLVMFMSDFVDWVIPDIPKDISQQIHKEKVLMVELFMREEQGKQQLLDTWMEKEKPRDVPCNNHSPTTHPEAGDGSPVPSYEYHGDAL
Calls only; i = inactive.

ANO1 activ | canonical_smiles
i | CC1CCCC(NC(=O)CSc2cccc[n+]2[O-])C1C (centres undefined)
i | CC(C(=O)Nc1cc(C(F)(F)F)ccc1N1CCOCC1)N1C(=O)C2CCCCC2C1=O (centres undefined)
i | O=C(NNC(=O)c1ccc(Br)s1)c1cccc(Cl)c1
i | COc1cc(C(=O)NCC(c2ccccc2)N(C)C)ccc1OCc1c(C)noc1C (centres undefined)
i | O=C(CNC(=O)c1cccs1)Nc1ccc(N2CCOCC2)cc1
i | COC(=O)c1cc(C)ccc1/C=C1/Cc2c(C)cc(C)cc2C1=O
i | CCN(Cc1ccncc1)C(=O)c1ccc(C)c(S(=O)(=O)N2CCCCC2)c1
i | COc1ccc(S(=O)(=O)Nc2cccc3c2O[C@H](CN(C)S(=O)(=O)c2ccc(Cl)cc2)[C@H](C)CN([C@H](C)CO)C3=O)cc1
i | COc1ccc(S(=O)(=O)N2CCOCC2)cc1NC(=O)CN1C(=O)NC(C)(C2CC2)C1=O (centres undefined)
i | Cn1nnnc1Sc1ncnc2scc(-c3cccc(C(F)(F)F)c3)c12
i | CC(C)(CNC(=O)CNC(=O)c1ccc(Cl)cc1Cl)N1CCOCC1
i | COCc1ccc(-c2c(-c3cccc(OC)c3)sc3ccc(OC)cc23)cc1
i | CN1CCN(c2nc3ccccc3nc2NS(=O)(=O)c2ccc(Br)cc2)CC1
i | Cc1csc(NC(=O)CSc2nc3[nH]c(=O)cc(O)c3s2)n1
i | CC12CCC3C(=CCc4cc(O)ccc43)C1CC(=NO)C2O (centres undefined)
i | CN(CC(=O)Nc1ccccc1Cl)C(=O)COC(=O)/C=C/c1cccc(C(F)(F)F)c1
i | Cc1cccc(C(=O)Nc2cccc(S(=O)(=O)NCc3ccco3)c2)c1
i | Cc1ccc2c(c1)C(=O)N1[C@H]3c4cc(C)ccc4OC[C@@H]3[C@H](c3ccccc3)[C@]1(C)C(=O)N2
i | COc1ccc(CC(=O)Nc2cc(S(=O)(=O)N3CCCC3)ccc2Cl)c(OC)c1
i | CS(=O)(=O)c1ccc(C(=O)NNC(=O)c2cc(-c3ccccc3)n[nH]2)cc1
i | CN1C[C@@H]2[C@@H]3C(=O)N(Cc4ccccc4)C(=O)[C@@H]3[C@](Cc3ccccc3)(C1=O)N2C(=O)c1ccc(F)cc1
i | COc1cccc(-c2ncc3ccccc3c2COC(=O)N(C)C)c1
i | COc1ccc(NC(=O)N(C)C[C@H]2Oc3ccc(NC(=O)C4CCCCC4)cc3C(=O)N([C@H](C)CO)C[C@@H]2C)cc1
i | Cc1nc(SCC(=O)NC2CCS(=O)(=O)C2)c2c(C)c(C)sc2n1 (centres undefined)
i | O=C(CSc1ccccc1)Nc1ccc(Cl)c(S(=O)(=O)N2CCOCC2)c1
i | N#Cc1ccc(C23OCCN2CCn2c3c3ccccc3[n+]2[O-])cc1 (centres undefined)
i | Cc1noc(C)c1S(=O)(=O)N(C)C[C@H]1Oc2ccc(NC(=O)NC(C)C)cc2C(=O)N([C@H](C)CO)C[C@@H]1C
i | O=C(NCc1ccccn1)c1ccc(Cl)c(S(=O)(=O)NCc2ccccc2)c1
i | Cc1ccc(S(=O)(=O)N2CCN(C(=O)CCCN3C(=O)NC4(CCCC4)C3=O)CC2)cc1C
i | C#CCOCCOCCOCCNc1nc(N2CCOCC2)nc(N2CCN(C(=O)[C@H](CCCCN)n3cc(CN)nn3)CC2)n1
i | COc1cc(SC)ccc1C(=O)OC(C)C(=O)NC1CCCC1 (centres undefined)
i | Cc1ccnc2nc(C(=O)OCC(=O)c3ccccc3)nn12
i | CN(CC(=O)Nc1cccc(F)c1)C(=O)CCN1C(=O)C2CC=CCC2C1=O (centres undefined)
i | O=C(CCN1C(=O)C2CC=CCC2C1=O)Nc1nc(-c2ccc(F)c(F)c2)cs1 (centres undefined)
i | CNC(=O)COC(=O)C1CCN(S(=O)(=O)c2ccc3c(c2)OCCO3)CC1
i | O=C1NCC(Nc2ccccc2)C(=O)N1 (centres undefined)
i | Cn1c(CCC(N)=O)nnc1SCC(=O)Nc1cc(S(=O)(=O)N2CCCC2)ccc1Cl
i | Nc1cc(=O)[nH]c(SCC(=O)NCCC2=CCCCC2)n1
i | NC(=O)c1ccsc1NC(=O)COC(=O)c1ccc(Cl)cc1
i | CN1C[C@@H]2[C@@H]3C(=O)N(Cc4ccccc4)C(=O)[C@@H]3[C@](Cc3ccccc3)(C1=O)N2C(=O)c1ccc(Br)cc1
i | Cc1ccc2nc3[nH]c(=O)[nH]c(=O)c3c(N)c2c1
i | CCN(CC(=O)Nc1ccc(NC(C)=O)cc1)C(=O)C1CCN(C(=O)c2ccccc2C)CC1
i | COc1ccccc1CN(C)C(=O)CSc1nnc(C2CC2)n1C1CC1
i | CCN(C(=O)CSc1nc2scc(-c3ccccc3)c2c(=O)n1C)C1CCS(=O)(=O)C1 (centres undefined)
i | Cc1ccc(C(=O)OCC(=O)Nc2cccc(S(=O)(=O)N3CCOCC3)c2)o1
i | CCN(CC(=O)NCc1cccs1)CC(=O)Nc1c(Cl)ccc(C)c1Cl
i | Cc1ccccc1NC(=O)CC1C(=O)Nc2ccccc2N1CC(=O)N(C)C1CCS(=O)(=O)C1 (centres undefined)
i | COc1cc(C(=O)NNC(=O)c2ccc3c(c2)OCCO3)cc(OC)c1OC
i | CC(C)CN(C(=O)CN1C(=O)NC2(CCc3ccccc32)C1=O)C1CCS(=O)(=O)C1 (centres undefined)
i | C=CCC[C@@H](Cc1ccc(F)cc1)C(=O)OC[C@@H](Cc1c[nH]c2ccccc12)NC(=O)[C@H](CC=C)CC(=O)N(CCO)Cc1ccccc1

The list continues.
ANO1 activ | canonical_smiles
i | COc1ccccc1NC(=O)C(C)OC(=O)CC1CCCCC1 (centres undefined)
i | CC1(c2ccccc2Br)NC(=O)N(CC(=O)NC2CCCCC2)C1=O (centres undefined)
i | CC(C)Nc1nnc(SCC(=O)N2CCN(C(=O)c3ccco3)CC2)s1
i | CCN(Cc1ccccc1)C(=O)COC(=O)c1cc(S(=O)(=O)Nc2ccccc2OC)ccc1O
i | O=S(=O)(c1cccs1)N1CCN(CCOc2ccccc2)CC1
i | Cc1ccc(NC(=O)c2ccc(S(=O)(=O)N(C)c3ccccc3)cc2)cc1S(=O)(=O)N1CCOCC1
i | O=C1OC[C@H]2CCCN2C(=O)[C@@H](CC(=O)N(CCO)Cc2ccccc2)C/C=C\CC[C@H]1Cc1ccc(F)cc1
i | Cn1c(N)c(C(=O)CSc2nn(-c3ccc(F)cc3)c(=S)s2)c(=O)n(C)c1=O
i | CC1CCCC(NC(=O)COc2ncnc3ccccc23)C1C (centres undefined)
i | Cc1ccsc1C(=O)N1CCN(c2ncccn2)CC1
i | Cc1c(C(=O)Nc2ccc(S(=O)(=O)N(C)C3CCN(C)CC3)cc2)oc2ccccc12
i | COc1ccc(NC(=O)c2cccc(S(=O)(=O)NCc3ccccc3)c2)cc1S(N)(=O)=O
i | Cc1cnc(C(=O)OCc2cc(=O)n3c(C)cccc3n2)cn1
i | O=C(OCC(=O)N1CCCCC1)c1c[nH]c2ccccc12
i | C[C@H](CO)N1C[C@H](C)[C@@H](CN(C)C(=O)NC2CCCCC2)Oc2c(NC(=O)Cc3ccccc3)cccc2C1=O
i | CC1CN(Cc2ccco2)C(=S)NC1=O (centres undefined)
i | C=C1C[C@@]23CCC4[C@@](C)(CCC[C@@]4(C)C(=O)O)C2CC[C@]1(O)C3 (some centres undefined)
i | CCOc1ccc(OCCC(=O)OCC(=O)N(CC)c2c(N)n(Cc3ccccc3)c(=O)[nH]c2=O)cc1
i | CCOc1ccc(NS(=O)(=O)c2ccc(NC(=O)c3ccccn3)cc2)cc1
i | CCN1C[C@@H]2[C@@H]3C(=O)N(C)C(=O)[C@@H]3[C@](C)(C1=O)N2C(=O)c1ccc(Cl)cc1
i | CCC(C)n1c(SCC(=O)N(CC)c2c(N)n(Cc3ccccc3)c(=O)[nH]c2=O)nc2ccccc2c1=O (centres undefined)
i | O=S(=O)(NCCCCNS(=O)(=O)c1c(F)cccc1F)c1ccc2c(c1)OCCO2
i | O=C(C[C@@H]1C/C=C/CC[C@@H](Cc2ccc(F)cc2)C(=O)OC[C@H](Cc2ccccc2)NC1=O)N[C@H](CO)Cc1ccccc1
i | CC(=O)Oc1ccc2cc(-c3cccnc3)c(=O)oc2c1
i | COCCn1c(Cc2ccccc2)nnc1SC(C)C(=O)NC1CC1 (centres undefined)
i | N#Cc1ccc(OCC(=O)N(C2CCCCC2)C2CCS(=O)(=O)C2)cc1 (centres undefined)
i | O=S(=O)(c1ccc(Br)cc1)c1nc(-c2ccco2)oc1NCCCn1ccnc1
i | COc1ccc(NC(=O)Nc2cccc3c2O[C@H](CN(C)C(=O)Nc2ccc4c(c2)OCO4)[C@@H](C)CN([C@H](C)CO)C3=O)cc1
i | N#Cc1ccc(C(=O)NC(=S)N2CCOCC2)cc1
i | COc1ccc(NC(=O)N(C)C[C@H]2Oc3ccc(NC(=O)NC4CCCCC4)cc3C(=O)N([C@H](C)CO)C[C@@H]2C)cc1
i | COC(=O)c1cncn1Cc1ccccc1
i | CNS(=O)(=O)c1ccc2c(c1)C(=O)c1cc(S(=O)(=O)NC)ccc1CC2
i | COc1ccccc1CNC(=O)COC(=O)CNS(=O)(=O)c1ccc(NC(C)=O)cc1
i | [O-]/C(=C(\C(=S)Nc1cccc2ccccc12)[n+]1ccccc1)c1ccc(OC(F)F)cc1
i | Cc1cc(NC(=O)c2cc3ccccc3oc2=O)no1
i | O=C(COC(=O)c1cc(Cl)ccc1O)Nc1cc(C(F)(F)F)ccc1N1CCOCC1
i | C=CCn1c(C)cc(C(=O)COC(=O)CCc2cc(OC)c(OC)c(OC)c2)c1C
i | COC1=C(N)C(=O)c2nc(C)ccc2C1=O
i | Cc1csc(=O)n1CCC(=O)OCc1nnc(-c2ccc(Cl)cc2)o1
i | O=S(=O)(c1cccc(-c2n[nH]c(=S)n2-c2ccc(OC(F)(F)F)cc2)c1)N1CCOCC1

Some of these compounds in order of count of non-hydrogen atoms, largest number first.
ANO1 activ | canonical_smiles
i | COc1ccc(NC(=O)Nc2cccc3c2O[C@H](CN(C)C(=O)Nc2ccc4c(c2)OCO4)[C@@H](C)CN([C@H](C)CO)C3=O)cc1
i | COc1ccc(NC(=O)N(C)C[C@H]2Oc3ccc(NC(=O)NC4CCCCC4)cc3C(=O)N([C@H](C)CO)C[C@@H]2C)cc1
i | [O-]/C(=C(\C(=S)Nc1cccc2ccccc12)[n+]1ccccc1)c1ccc(OC(F)F)cc1
i | COc1ccccc1CNC(=O)COC(=O)CNS(=O)(=O)c1ccc(NC(C)=O)cc1
i | C=CCn1c(C)cc(C(=O)COC(=O)CCc2cc(OC)c(OC)c(OC)c2)c1C
i | O=S(=O)(c1ccc(Br)cc1)c1nc(-c2ccco2)oc1NCCCn1ccnc1
i | CNS(=O)(=O)c1ccc2c(c1)C(=O)c1cc(S(=O)(=O)NC)ccc1CC2
i | COCCn1c(Cc2ccccc2)nnc1SC(C)C(=O)NC1CC1 (centres undefined)
i | CC(=O)Oc1ccc2cc(-c3cccnc3)c(=O)oc2c1
i | Cc1cc(NC(=O)c2cc3ccccc3oc2=O)no1
i | N#Cc1ccc(C(=O)NC(=S)N2CCOCC2)cc1
i | COC(=O)c1cncn1Cc1ccccc1

Continued.
ANO1 activ | canonical_smiles
i | Cc1c(NC(=O)c2cccc(NC(=O)COc3cccc(Br)c3)c2)c(=O)n(-c2ccccc2)n1C
i | CC[C@]12c3[nH]c4ccc(OC)cc4c3CCN1C(=O)C(CC(=O)NCCCOC)C[C@@H]2C(=O)N1CCN(C(=O)c2ccco2)CC1 (some centres undefined)
i | Cc1cc(NC(=O)C(C)SCC(=O)N(C)CC(=O)Nc2ccccc2C(F)(F)F)no1 (centres undefined)
i | O=S(=O)(NCCC1=CCCCC1)c1ccccc1Br
i | CCn1c(SCC(=O)c2c(N)n(C3CC3)c(=O)[nH]c2=O)nnc1-c1ccccc1OC
i | O=C(CN1CCSC1=O)Nc1ccc(N2CCOCC2)cc1
i | O=C(Nc1ccc(OC(F)(F)F)cc1)C1CCCN(C(=O)c2ccc(Cl)cc2)C1 (centres undefined)
i | COCCCN1C(=O)c2ccc(C(=O)OCC(=O)NCc3cccc(OC)c3)cc2C1=O
i | CCCCN(C(=O)c1ccc(C)o1)c1c(N)n(CC(C)C)c(=O)[nH]c1=O
i | Cc1ccc(C(=O)N2CCN(Cc3ccccc3)CC2)cc1S(=O)(=O)N1CCOCC1
i | Cc1ccc(NC(=O)COC(=O)CN2C(=O)NC3(CCCC3)C2=O)cc1F
i | COc1ccc(N(C)S(=O)(=O)c2cccc(C(=O)N3CCN(c4ccccc4)CC3)c2)cc1
i | O=C(O)/C(=C\c1ccc(C(F)(F)F)cc1)c1ccc(S(=O)(=O)N2CCCC2)s1
i | COc1ccccc1C=NN=C(N)C(N)=NN=Cc1ccccc1OC
i | CC1CN(S(=O)(=O)c2ccc(C(=O)N3c4ccccc4CC3C)cc2)CC(C)O1 (centres undefined)
i | C/C(=C\c1ccccc1F)C1Nc2cccc3cccc(c23)N1
i | CCOc1cc(C(=O)Nc2cc(F)ccc2C)ccc1OCC(=O)N1CCOCC1
i | COc1ccc(S(=O)(=O)N(C)C[C@H]2Oc3ccc(NC(=O)Nc4c(C)noc4C)cc3C(=O)N([C@H](C)CO)C[C@@H]2C)cc1
i | C=CCOc1ccc(CNc2ccc3[nH]c(=O)[nH]c3c2)cc1OC
i | O=C(Nc1ccc(Cl)cc1)c1nc[nH]c1C(=O)NCCN(CCNC(=O)c1[nH]cnc1C(=O)Nc1ccc(Cl)cc1)CCNC(=O)c1[nH]cnc1C(=O)Nc1ccc(Cl)cc1
i | O=C(c1ccco1)N1CCN(Cc2nc3ccccc3[nH]2)CC1
i | Cc1cccc(C(=O)OCC(=O)Nc2c(C)n(C)n(-c3ccccc3)c2=O)c1
i | COC(=O)c1ccc(CCc2cc(O)c(Br)cc2O)cc1
i | ON(CCc1ccccn1)CCc1ccccn1

Not all compounds are listed. The share of hits here may be higher or lower than overall.
